HCV NS3 hel inh: inhibitors of Hepatitis C virus NS3 helicase; NS3 helicase DNA unwinding, Cy5 molecular beacon fluorescence; inhibition, % at 10.9 µM; 290,000 compounds, 0.56% hits;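 active = inhibition above the mean of all tested compounds plus 3 SD, set per campaign, cut at about 35% in these data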;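 note: 0% = DMSO wells and 100% = thioflavine S control wells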
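Measured by: Cy5 fluorescence, 0 and 60 min reads / Assay system: NS3 helicase fragment of HCV / Control set: low DMSO, high thioflavine S at 110 µM / Times: 1 h reaction at 25 °C, ATP-initiated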
CRFR2-BP antag: CRF-BP/CRF-R2 complex antagonism; HEK293 CRF-R2/CRF-BP, CRF-induced calcium fluorescence; inhibition, % at 11.8 µM; 350,000 compounds, 0.59% hits;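 active = inhibition of the ligand-induced calcium signal above about 50% at the single tested concentration, limit read from the data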
GalR3 antag: blocks the human galanin receptor 3 | O60755 | HEK293 GalR3-CNG cAMP membrane potential fluorescence; galR3 body fused to GalR1 C-terminus | inhibition, % at 3 µM | 360,000 compounds, 0.44% hits | AID 651719;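 active = inhibition above the screen-wide average plus 3 SD, cut at about 13% in these data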;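 note: forskolin and galanin both at EC90 stimulate the cells; cAMP rise reported by CNG channel membrane potential dye signal; 0% = forskolin plus galanin with DMSO and 100% = forskolin alone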
IMP-1 inh: inhibitors of Pseudomonas aeruginosa IMP-1 metallo-beta-lactamase. 290,000 compounds, 0.45% hits. purified IMP-1, nitrocefin hydrolysis, epi-absorbance fluorescence. inhibition, % at 5.6 µM;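 active = inhibition above the mean plus 3 SD of all compounds in the same screening run, cut at about 4.5% in these data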;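 note: 0% = IMP-1 with DMSO and 100% = DMSO wells lacking enzyme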
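System: Purified IMP-1 | Read-out basis: Percent enzyme inhibition | Controls: IMP-1 with DMSO as 0%, enzyme-free DMSO as 100% | Replicates: One well per compound | Doses: 5.6 µM nominal single concentration | Detection: Epi-absorbance fluorescence, 480 nm excitation, 530 nm emission | Incubation: 25 °C, 15 min preincubation, 25 min reaction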
SUMO HTRF inh: SUMOylation inhibition | HTRF SUMOylation assay, SAE1/SAE2 + UBC9, in vitro | inhibition, % at 35 µM | 290,000 compounds, 0.36% hits | AID 2006; in the data active = inhibition above about 50%, passing the limit was not always enough; note: strong numbers were not always called active
VIM-2 inhibitor: inhibitors of Pseudomonas aeruginosa VIM-2 metallo-beta-lactamase; purified VIM-2, nitrocefin hydrolysis, epi-absorbance fluorescence; inhibition, % at 5.6 µM; 290,000 compounds, 0.89% hits;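 active = inhibition above the mean of all tested compounds plus 3 SD, cutoff set per screening run, cut at about 7.5% in these data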;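 note: red hydrolysis product quenches plate fluorescence so inhibitors raise well fluorescence; 0% = enzyme with DMSO and 100% = DMSO without enzyme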
pCIP destab: lowers stability of the mouse p/CIP coactivator protein; F442A p/CIP-EGFP cells, EGFP fluorescence, 16 h; Q05BA5; 290,000 compounds, 0.01% hits; AID 1984; decrease of EGFP signal, % at 10 µM;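 active = EGFP signal decrease of at least 30% at 10 µM or well 3 SD below plate mean, unless failing retest; inactive = the rest, including hits failing retest or dose response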; note: some compounds called inactive have numbers as strong as hits; many of its hits are not listed in these tables
IDE inh: inhibits human insulin-degrading enzyme in HEK cells | P14735 | FAbetaB cleavage, fluorescence polarization | inhibition, % at 5.59 µM | 320,000 compounds, 0.41% hits;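 active = percent inhibition above the average of all tested compounds plus 3 SD, set per screening campaign, cut at about 16% in these data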;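 note: IDE supplied by intact live HEK cells; FP after avidin binding of uncleaved biotin substrate so inhibition keeps polarization high; 0% = DMSO wells and 100% = 60 µM reference IDE inhibitor Ii1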
Target sequence (P14735 whole entry, looked up): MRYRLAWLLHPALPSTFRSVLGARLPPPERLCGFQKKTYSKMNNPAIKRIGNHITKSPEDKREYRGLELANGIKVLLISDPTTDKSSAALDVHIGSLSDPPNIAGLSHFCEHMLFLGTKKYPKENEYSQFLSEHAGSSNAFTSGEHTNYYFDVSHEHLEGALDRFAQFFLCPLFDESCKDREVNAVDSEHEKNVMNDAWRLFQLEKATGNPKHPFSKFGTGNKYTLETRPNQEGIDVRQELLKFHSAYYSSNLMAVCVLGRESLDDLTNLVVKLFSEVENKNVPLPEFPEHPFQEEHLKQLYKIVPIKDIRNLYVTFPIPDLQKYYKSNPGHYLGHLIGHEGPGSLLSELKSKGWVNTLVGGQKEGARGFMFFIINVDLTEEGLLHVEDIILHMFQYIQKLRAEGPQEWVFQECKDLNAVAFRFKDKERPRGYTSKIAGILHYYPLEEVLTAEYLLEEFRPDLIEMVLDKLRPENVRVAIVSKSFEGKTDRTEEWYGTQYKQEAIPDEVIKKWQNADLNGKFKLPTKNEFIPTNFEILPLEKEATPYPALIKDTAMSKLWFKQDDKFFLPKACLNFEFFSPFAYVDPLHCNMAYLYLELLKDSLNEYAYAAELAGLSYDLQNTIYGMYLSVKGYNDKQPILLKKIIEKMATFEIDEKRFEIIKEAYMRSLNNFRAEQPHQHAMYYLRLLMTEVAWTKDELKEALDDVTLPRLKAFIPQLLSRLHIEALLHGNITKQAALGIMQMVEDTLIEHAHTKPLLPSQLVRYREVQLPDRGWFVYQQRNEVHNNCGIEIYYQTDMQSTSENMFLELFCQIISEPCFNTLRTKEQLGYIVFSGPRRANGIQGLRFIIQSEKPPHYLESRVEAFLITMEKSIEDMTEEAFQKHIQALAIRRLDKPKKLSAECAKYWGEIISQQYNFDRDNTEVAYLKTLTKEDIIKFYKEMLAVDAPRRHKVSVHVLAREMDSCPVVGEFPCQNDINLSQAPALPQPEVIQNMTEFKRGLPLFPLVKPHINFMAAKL
IDE act: IDE (human) activation, cell-based; HEK cells, FAbeta-B cleavage, fluorescence polarization; 0% vehicle, 100% cell-free pure enzyme wells; P14735; 340,000 compounds, 0.073% hits; activation, % at 5.96 µM;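 active = activation above the mean of all tested compounds plus 3 SD, set per screening campaign, cut at about 17% in these data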
* = called active by the depositor; . = not tested or not shown.

The line under a structure holds: HCV NS3 hel inh, CRFR2-BP antag, GalR3 antag, IMP-1 inh, SUMO HTRF inh, VIM-2 inhibitor, pCIP destab, IDE inh, IDE act
- CN1CCN(C2=Nc3c(Cl)cc(Cl)c4cccc2c34)CC1
 : 19, -14, -7, -0.5, -14, 7.7*, -3, -3, -3
- CC(C)(C)NC(=O)CN(Cc1cccs1)C(=O)CNS(=O)(=O)c1ccccc1
 : 11, -6, -4, -0.1, 6, 0.4, -14, 2, 2
- Cc1ccc(C(=O)CN2C(=O)NC3(CCOc4ccccc43)C2=O)s1 (centres undefined)
 : ., -13, -6, ., ., ., ., -4, 0
- C=CCn1c(SCC(=O)Nc2ccc(-c3nc4ccc(C)cc4s3)cc2)nnc1-c1ccccc1
 : 21, 32, -9, -4.8, 26, -5.4, -4, 6, -1
- O=[N+]([O-])c1ccc(Sc2n[nH]c(-c3ccncc3)n2)nc1
 : 1, -1, -4, -3.8, 12, -3.0, -2, -2, 4
- Cc1cccc(CCN2C(N(C)C)=NC[C@@H]2C)c1
 : ., 2, -7, ., ., ., ., 7, 6
- O=P(COCCO)(c1ccccc1)c1ccccc1
 : -10, 8, 0, -3.3, 0, -1.6, -7, 2, 3
- COC(=O)[C@]1(CC(C)C)N[C@H](c2ccc(SC3CCCCC3)cc2)[C@@H]2C(=O)N(C)C(=O)[C@@H]21
 : ., -5, 12, ., ., ., ., 0, 6
- Cc1ccc(S(=O)(=O)NCc2ccc(C(=O)NCCN(Cc3ccccc3)C(C)C)cc2)cc1
 : -32, -32, -7, -0.7, -7, -0.4, 6, -3, 3
- C=CCNC(=O)CN1CCC(O)(c2ccc(F)cc2)CC1
 : -6, 14, -1, -4.3, 6, -1.7, 0, 7, 3
- Cc1ccnc(NC(=O)CCC(=O)c2cccs2)c1
 : ., -5, -4, ., ., ., ., 6, 0
- O=C(Nc1ccc(-n2cccn2)cc1)C1CCCCN1Cc1cccc2cccnc12 (centres undefined)
 : -5, -31, 6, -2.8, -3, -5.0, -5, -2, 1
- COc1ccc(-c2cn3ccccc3n2)cc1OC
 : -3, 3, -5, -3.7, 16, -2.4, 5, -3, -5
- O=C(c1cccc(S(=O)(=O)Nc2ccc(F)cc2)c1)N1CCCC1
 : ., -7, -5, ., ., ., ., -1, 9
- C=CCNC(=O)c1oc2ccc(S(=O)(=O)N3CCCCC3)cc2c1C
 : -5, -5, -8, -0.6, 25, -2.1, 0, -6, 4
- COC(=O)c1ccc(Oc2c(Cl)cccc2[N+](=O)[O-])cc1
 : -6, 13, -2, -1.2, 1, -2.4, -2, 10, -3
- CCc1cccc2sc(NC(=O)c3ccc(N4C(=O)CCC4=O)cc3)nc12
 : -4, -31, ., -3.3, 15, -2.4, -18, 0, 1
- CC(O)/C=C/c1cccc[n+]1C (centres undefined)
 : 2, 9, -6, 1.4, 17, -1.1, -11, 3, 1
- S=C(Nc1ccc(Oc2ccccc2)cc1)N1CCN(c2ccccn2)CC1
 : -8, -4, -5, 0.9, -8, -0.5, 0, 5, 0
- CC1CCCCN1CCCNC(=O)CN1C(=O)c2cccnc2Oc2ccccc21 (centres undefined)
 : -8, -6, -1, -1.4, ., -0.4, -8, 1, 1
- COc1ccc2c(c1)[nH]c1c(=O)n(/N=C/C3C(C)C=C(C)CC3C)c(=O)[nH]c12 (centres undefined)
 : -10, 3, -5, -0.3, 3, -1.4, 9, 3, -1
- O=C(CCN1C(=O)c2ccccc2S1(=O)=O)Nc1ccccc1
 : -5, 13, 0, -2.3, 8, -2.3, -5, -2, -1
- COCCOC(=O)/C(=C\c1cc(C(C)(C)C)c(O)c(C(C)(C)C)c1)C(C)=O
 : -3, 45, -1, -4.0, 11, -3.6, -8, -1, 2
- Cc1ccc(C)n1C1CCS(=O)(=O)C1 (centres undefined)
 : 11, 6, -6, -2.6, 7, 0.4, -19, -2, 0
- CCCCNC(=O)c1onc(CSc2ccncc2)c1C(=O)NCCCC
 : ., 4, -8, ., 2, ., -3, 4, 1
- COc1ccc(/C=N/NC(=O)CSCC(=O)Nc2ccccc2)cc1OC
 : -3, 17, 1, -0.1, 30, 0.4, 21, -3, 1
- COc1ccc(NC(=O)COc2ccc3oc(=O)cc(C)c3c2)cc1
 : 6, 0, -3, -0.5, 7, -1.0, 6, 8, 6
- COc1ccc(C(=O)Nc2ccc(S(=O)(=O)N3CCCCC3)cc2)cc1OC
 : -6, -26, -2, -3.7, -1, -0.8, -12, 5, 5
- O=C(CN1CCCCCC1)Nc1cccc2c1OCO2
 : -1, 27, -12, -2.6, 22, 0.1, 1, 0, 1
- O=C(CNC(=O)c1cccs1)N/N=C/c1ccccc1[N+](=O)[O-]
 : -3, -1, -6, -3.7, 22, 0.7, -14, -3, 5
- COc1cccc(/C=C/C(=O)OCC(=O)NCCC2=CCCCC2)c1OC
 : ., 2, -5, ., ., ., ., 1, 4
- CCCS(=O)(=O)N1CCc2ccc(NC(=O)C3CCCO3)cc2C1 (centres undefined)
 : 5, -6, -1, -1.6, 7, -1.4, -10, -1, 1
- CCN(C(=O)COC(=O)C1CCN(S(=O)(=O)c2ccc(C)c(C)c2)CC1)C1CCS(=O)(=O)C1 (centres undefined)
 : ., -3, -4, ., ., ., ., 13, -5
- O=C(NCc1nnc(SCC(=O)N2CCc3ccccc32)o1)c1ccco1
 : 2, 6, -7, -4.2, 0, -7.1, 2, 2, 3
- O=C(Nc1sc2c(c1C(=O)O)CCCCC2)c1cccnc1
 : 6, 18, ., 2.0, 13, -0.3, 0, 3, 3
- COC(=O)[C@@H](N)CS
 : 1, 18, ., -0.6, 6, -0.4, 10, -2, -1
- COc1ccc(S(=O)(=O)N(CC(=O)Nc2ccc(S(=O)(=O)N3CCOCC3)cc2)Cc2ccc(F)cc2)cc1
 : -12, -18, -12, 0.2, -8, 1.4, 3, 6, 0
- CC1CCc2c(sc(N)c2C(N)=O)C1 (centres undefined)
 : 18, 2, -5, 0.9, 9, 1.7, -4, 3, -3
- O=C(Nc1ccn(Cc2ccc(Cl)cc2)n1)c1ccc2c(c1)OCO2
 : -4, 7, -4, -1.6, 4, -3.1, -12, 1, 3
- CCCCn1c(N)c(N(CCOC)C(=O)CSCc2cccc(C)c2)c(=O)[nH]c1=O
 : ., -3, -1, ., ., ., ., 5, -1
- CCOc1ccccc1NC(=O)Cn1cnc2c(cnn2-c2ccc(C)c(C)c2)c1=O
 : -4, 6, -3, -3.1, 19, -1.2, -7, -6, 0
- C/C(=N\Nc1ccc(F)cc1F)c1ccc(Br)s1
 : -20, -11, -5, -0.9, -5, -0.2, 2, 8, -3
- Cc1cccc(NC(=O)CSc2nnc([C@@H](N)Cc3ccccc3)o2)c1C
 : 1, 5, -5, -4.0, 7, -3.4, -10, 8, 1
- O=C(NN1S(=O)(=O)c2ccccc2S1(=O)=O)c1ccc(Br)cc1
 : -6, 33, -4, -2.3, -2, -1.2, 2, -8, 4
- Cc1nc2sc(C(c3cccc(F)c3)N3CCC(O)CC3)c(O)n2n1 (centres undefined)
 : 2, 3, -6, -3.1, 13, -4.1, -4, -1, 2
- CC1=CC(=C2C(=O)c3ccccc3C2=O)C=C(C)O1
 : -11, 4, -9, -3.1, -13, -2.2, 11, 5, 4
- COc1ccccc1NC(=O)c1ccc2c(O)c(S(=O)(=O)c3ccccc3)c(=O)[nH]c2c1
 : 8, 6, -2, -2.0, 24, -0.5, 0, -6, -3
- C/C(N)=C(/C#N)C(=O)COC(=O)c1cccc2ccccc12
 : -8, -6, -3, -0.4, -18, 2.2, 4, -3, 5
- O=S1(=O)CCN2C(c3cccc4ccccc34)=CSC2=N1
 : 0, 17, -7, -2.3, 5, -2.4, -1, -11, -1
- O=C(Nc1ccc2nn(-c3ccccc3)nc2c1)c1cccs1
 : -9, -41, -4, -3.7, 4, -4.0, -27, 6, -4
- COc1cc(C(=O)n2nc(C)cc2C)ccc1O
 : 13, -6, 0, -3.7, 1, -1.8, -4, -1, 1
- CNC(=O)CC(C(=O)O)c1ccc(OC(C)C)cc1 (centres undefined)
 : 6, 6, -5, -6.2, 15, -2.6, -13, 0, 1
- COc1ccc(S(=O)(=O)NCc2ccccn2)cc1NC(=O)c1ccccc1
 : 1, 4, -12, -4.5, 0, -1.0, -3, 6, -1
- Cc1cc(Oc2ccccc2)nc(NCc2ccccc2)n1
 : 11, -1, -3, -2.9, 4, -1.0, -9, 5, 6
- O=c1c2ccccc2[nH]c(=S)n1Cc1ccccc1Cl
 : 7, 3, -5, -4.0, 16, -6.3, -3, 1, 0
- COc1cccc(NC(=O)CN(C)C(=O)Cc2n[nH]c(=O)c3ccccc23)c1
 : ., 0, 2, ., ., ., ., 3, 4
- COC(=O)CS(=O)(=O)c1ccc2c(c1)CC(=O)N2
 : -10, 4, 2, -0.3, 8, -2.6, -2, -1, 7
- CC(CCc1ccccc1)NC(=O)C(Cc1ccccc1)NS(=O)(=O)c1cccs1 (centres undefined)
 : -5, 3, -1, -1.9, -13, -4.7, -3, 8, -2
- CCC(C)(C)NC(=O)C(c1ccc(C)cc1)N(CC1CCCO1)C(=O)c1csnn1 (centres undefined)
 : 1, -5, -9, -3.3, 6, -1.4, -13, 3, 4
- O=C(Nc1ccc(F)cc1)Oc1ccccc1N1CCOCC1
 : -4, 14, -6, -1.0, 0, -2.3, -5, 2, 5

More entries follow:
The line under a structure holds: HCV NS3 hel inh, CRFR2-BP antag, GalR3 antag, IMP-1 inh, SUMO HTRF inh, VIM-2 inhibitor, pCIP destab, IDE inh, IDE act
- CN(CC1COc2ccccc2O1)C(=O)CSc1ncnc2sccc12 (centres undefined)
 : ., 7, -1, ., ., ., ., 0, 2
- O=C(Nc1ccc([N+](=O)[O-])cc1)Nc1ccc(N2CCOCC2)c2nonc12
 : 8, 30, -5, -2.1, 27, -3.2, 2, -2, -3
- N/C(=N\OC(=O)c1ccc(Cl)cc1Cl)c1cccnc1
 : 0, -12, 0, -0.8, -1, 3.4, -9, -1, -1
- CC(=O)O[C@H](COc1c2ccoc2cc2oc(=O)ccc12)C(C)(C)O
 : ., 4, 0, ., ., ., ., -2, 2

High-throughput results (PubChem BioAssay)
